Source: PubChem BioAssay (National Center for Advancing Translational Sciences (NCATS))
MmCpn inh: inhibitors of Methanococcus maripaludis chaperonin (MmCpn) | AID 504842 | Potency, µM (top dose mostly 76.9 µM), without a hit: at the highest dose activity, negative = inhibition, usual class: inhibitors | purified Mm-Cpn ATPase, ADP Transcreener TR-FRET | hit rate 0.031% among 330,000; note: potency is the fitted concentration of half-maximal effect; % is set by controls: 0 for no effect and ±100 for the full control effect; nearly all actives have a fitted effect of over 80% in size
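Reaction buffer contained 30 mM Tris pH 7.4, 100 mM KCl, 5 mM MgCl2 and 1 mM DTT. Mm-CPN (25 nM final) hydrolysed 10 uM ATP over 30 min at 37°C; ADP was read by HTRF.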
PI5P4Ka inh: blocks human PI5P4K alpha kinase activity. max response, %. P48426. PI5P4Kalpha enzyme, ADP-Glo luminescence, 60 min; hits give low values. hit rate 1.2% among 330,000; active = max response of -50% or lower; inconclusive = between -30% and -50%; inactive = -30% or higher; note: value at the top dose of about 77 µM; % is set by controls: 0 for no effect and ±100 for the full control effect
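ADP-Glo luminescence end-point read after a 60 min room-temperature kinase reaction of PI5P4Kalpha plus substrate, initiated with ATP at 5 microM final. Buffer: 0.038 M HEPES pH 7.4, EGTA, 0.1% CHAPS, 5% DMSO.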
EPAC1 antag: EPAC1 (human) antagonism. O95398. EPAC1 GEF assay, Rap1b-BODIPY-GDP exchange fluorescence. Potency, µM (series often up to 115 µM), inactives show top-dose activity change, negative = inhibition, actives largely listed as inhibitors. hit rate 0.14% among 360,000. AID 720709;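 note: potency is the fitted concentration of half-maximal effect; plate controls were vehicle for no effect and positive control for full effect; nearly all actives have a fitted effect of over 50% in size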
PLK1 PBD inh: inhibitors of human PLK1 polo-box domain binding | hit rate 2.8% among 360,000 | Plk1 PBD binding of FITC phosphopeptide, fluorescence polarization | Potency, µM, for the others: max response, negative = inhibition, hits mostly inhibitors | AID 720504 | P53350; note: potency is the fitted concentration of half-maximal effect; series mostly up to about 57 µM; % is set by controls: 0 for no effect and ±100 for the full control effect; nearly all actives have a fitted effect of over 65% in size
EPAC1 agonist: agonists of human EPAC1 | O95398 | EPAC1 agonist qHTS, biochemical assay; response scale: 100% = response to 6.5 mM cAMP | Potency, µM (series often up to 154 µM), for inactives: at the top dose activation, actives largely listed as activators | hit rate 0.073% among 360,000 | AID 720707; note: potency is the fitted concentration of half-maximal effect; nearly all actives have a fitted effect of over 60% in size
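Fluorescent GDP-exchange assay: 100 nM EPAC1 with 250 nM Rap1B preloaded with BODIPY-GDP and 50 uM GDP; compounds tested as concentration series, 5 min at room temperature, then read every 5 min for 30 min (ex 480/em 540 nm); normalized to 6.5 mM cAMP.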
WRN inhibitor: WRN helicase (human) inhibition | Potency, µM (highest dose often 114 µM), for inactives: at the top dose activity change, negative = inhibition, usual class: inhibitors | hit rate 0.46% among 360,000 | Q14191 | WRN helicase unwinding, fluorescent forked duplex, kinetic; note: potency is the fitted concentration of half-maximal effect; % is set by controls: 0 for no effect and ±100 for the full control effect; nearly all actives have a fitted effect of over 55% in size
Target sequence (Q14191 whole entry, looked up): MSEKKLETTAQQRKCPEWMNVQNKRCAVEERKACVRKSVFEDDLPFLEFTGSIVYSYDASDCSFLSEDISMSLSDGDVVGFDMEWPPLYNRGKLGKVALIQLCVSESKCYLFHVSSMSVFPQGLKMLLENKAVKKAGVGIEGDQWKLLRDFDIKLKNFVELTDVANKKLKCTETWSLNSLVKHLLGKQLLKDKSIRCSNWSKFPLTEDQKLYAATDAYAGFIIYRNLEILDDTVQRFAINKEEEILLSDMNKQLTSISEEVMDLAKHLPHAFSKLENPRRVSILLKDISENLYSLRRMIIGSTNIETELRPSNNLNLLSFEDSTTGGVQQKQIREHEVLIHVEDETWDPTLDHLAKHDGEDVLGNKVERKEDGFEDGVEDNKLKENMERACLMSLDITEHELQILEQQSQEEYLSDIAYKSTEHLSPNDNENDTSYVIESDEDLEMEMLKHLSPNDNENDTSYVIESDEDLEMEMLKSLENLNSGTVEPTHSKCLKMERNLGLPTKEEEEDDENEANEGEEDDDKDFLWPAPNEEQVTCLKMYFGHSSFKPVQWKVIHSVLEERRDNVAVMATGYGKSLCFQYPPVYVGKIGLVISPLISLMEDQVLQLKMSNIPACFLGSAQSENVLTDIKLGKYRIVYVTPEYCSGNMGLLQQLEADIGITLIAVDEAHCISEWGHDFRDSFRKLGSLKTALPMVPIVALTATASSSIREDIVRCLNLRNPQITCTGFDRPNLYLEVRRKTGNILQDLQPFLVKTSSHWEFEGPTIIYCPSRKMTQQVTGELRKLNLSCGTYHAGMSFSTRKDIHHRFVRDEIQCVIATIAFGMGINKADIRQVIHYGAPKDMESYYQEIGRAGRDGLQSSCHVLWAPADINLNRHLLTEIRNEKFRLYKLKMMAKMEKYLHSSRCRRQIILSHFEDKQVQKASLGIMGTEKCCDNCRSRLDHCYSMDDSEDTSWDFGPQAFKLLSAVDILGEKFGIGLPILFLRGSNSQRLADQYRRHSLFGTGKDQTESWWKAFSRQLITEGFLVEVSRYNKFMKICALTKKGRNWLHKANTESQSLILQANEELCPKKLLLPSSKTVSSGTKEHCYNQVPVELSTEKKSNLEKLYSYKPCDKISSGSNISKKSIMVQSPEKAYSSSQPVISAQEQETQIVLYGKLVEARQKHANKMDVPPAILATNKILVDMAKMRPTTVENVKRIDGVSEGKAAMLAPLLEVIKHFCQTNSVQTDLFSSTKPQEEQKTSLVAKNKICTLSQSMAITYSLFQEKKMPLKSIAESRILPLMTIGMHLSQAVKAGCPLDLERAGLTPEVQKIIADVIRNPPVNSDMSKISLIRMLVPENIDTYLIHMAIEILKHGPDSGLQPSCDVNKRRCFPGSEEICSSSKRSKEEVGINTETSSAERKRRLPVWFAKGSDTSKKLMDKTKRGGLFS
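WRN at 20 nM final was preincubated with compound for 15 min at room temperature; reaction started with 100 nM forked duplex oligonucleotide carrying fluorophore and quencher plus 2 mM ATP (final). Unwinding followed kinetically by red fluorescence (ex 525/em 598 nm).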
EPAC2 antagonist: blocks human EPAC2 exchange factor; Q8WZA2; EPAC2 GEF exchange of Rap1B-BODIPY-GDP, fluorescence; Potency, µM (titrated, usually from 114 µM), inactives show at the highest dose activity, negative = inhibition, hits mostly inhibitors; hit rate 0.18% among 360,000; note: potency is the fitted concentration of half-maximal effect; % is set by controls: 0 for no effect and ±100 for the full control effect; nearly all actives have a fitted effect of over 45% in size; many of its hits are not listed in these tables
CCT modulator: cytosolic chaperonin activity modulation; purified chaperonin ATPase assay, HTRF ADP detection, 30 min; activity change, % (test concentration not listed), hits read low; hit rate 0.3% among 360,000; AID 651819; in the data active = activity change below about -30%; note: % is set by controls: 0 for no effect and ±100 for the full control effect
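TRiC at 40 or 20 nM final (batch-dependent) in 30 mM Tris pH 7.4, 100 mM KCl, 5 mM MgCl2, 1 mM DTT, with compound at single 76 uM and 10 uM ATP, 30 min at 37 deg C. ADP detected by HTRF Transcreener, 665/615 ratio.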
* marks the source's active call; other numbers are inactive results; ? = inconclusive; . = not tested or not shown; [ ] = another dose, or the depositor's remark. Unless noted, calls come from the whole dose curve; as a rule, active = well fitted curve in the direction sought with a large enough effect; inconclusive = small, poorly fitted or top-dose-only effect, or another doubt; inactive = no such curve, though single readings can be large; an effect the other way counts as inactive or inconclusive. A portion of the library; the hit share may differ from the screen's.

SMILES	MmCpn inh	PI5P4Ka inh	EPAC1 antag	PLK1 PBD inh	EPAC1 agonist	WRN inhibitor	EPAC2 antagonist	CCT modulator
O=C(N/N=C/C=C/c1ccco1)c1cccc([N+](=O)[O-])c1	-0.1%	-18.3	12.5%	-4.6%	-1.6%	-18.8%	6.6%	1.7
CCCS(=O)(=O)N1CCCC(C(=O)NCc2ccc3c(c2)OCO3)C1 (configuration not stated)	-0.2%	5.7	-9.6%	-3.0%	0.7%	10.1%	-2.0%	0.5
Cc1csc(NC(=O)c2cc([N+](=O)[O-])cc([N+](=O)[O-])c2)n1	3.7%	-2.5	-5.3%	-5.8%	-1.9%	-4.6%	20.1%	0.3
CCc1ccccc1N(CC)C(=O)c1cn(CC)c(=O)c2cc(OC)c(OC)cc12	-1.2%	-1.9	-20.0%	-19.4%	0.0%	-3.9%	2.8%	-0.8
COc1ccc(OC)c(CNC(=O)c2ccc(C)c(NC(=O)C3=C(C)OCCS3)c2)c1	0.3%	-4.3	8.8%	-15.4%	7.9%	2.7%	3.5%	-4.8
Cc1cc2c(NCCc3ccccc3)ncnc2s1	-0.5%	-23.7	8.6%	3.0%	-5.2%	10.1%	5.2%	-0.8
CN1CCCN(Cc2cccc3ccccc23)CC1	-0.8%	11.5	-8.3%	7.3%	-11.2%	8.1%	9.8%	-1.6
CC1CCN(C(=O)CN2C(=O)C(=O)N(C)C2=O)c2ccccc2S1 (configuration not stated)	0.3%	4.5	-2.7%	-6.3%	5.6%	-7.1%	-10.3%	-1.5
O=C1N/C(=C\c2ccsc2)C(=O)N1Cc1ccc(F)cc1	-0.5%	-9.7	0.6%	-9.2%	11.3%	?	-2.0%	-2.1
FC(F)Oc1ccc(NC(=S)NC2CCCCCCC2)cc1	4.0%	1.9	-15.3%	?	-11.1%	-1.7%	0.2%	1.8
COc1ccc(/C=C(\NC(=O)c2ccccc2)C(=O)N/N=C/c2cccnc2)cc1	0.1%	-4.4	-26.1%	-14.8%	-1.1%	0.4%	-4.5%	-1.0
Cn1c(-c2ccccc2)c(C(=O)CC#N)c2ccccc21	-14.2%	1.8	-6.7%	-6.1%	-3.6%	-10.2%	-12.5%	-1.7
COc1ccc(CN(C)C(=O)/C=C/[C@H]2O[C@@H](n3cnc4c(N)ncnc43)[C@H](O)[C@@H]2O)cc1OC	.	1.7	2.7%	-2.5%	-2.4%	2.3%	8.5%	1.5
O=C(NCC(c1cccs1)N1CCOCC1)c1ccc(Cl)c([N+](=O)[O-])c1 (configuration not stated)	0.8%	2.9	13.1%	-11.9%	0.6%	1.5%	3.1%	-2.7
Cc1cc(C(=O)OCC(=O)N2C(C)CCCC2C)c2ccccc2n1 (configuration not stated)	-0.9%	2.6	-11.7%	-9.1%	0.8%	-22.8%	-7.9%	-2.3
COc1ccc(C(CCN2CCCCC2)c2c(O)cc(OC)cc2OC)cc1 (configuration not stated)	1.7%	-0.9	-14.5%	-0.7%	-14.6%	2.1%	4.5%	-0.6
CCN1c2ccccc2-c2nc3ccccc3n2C1c1cccnc1 (configuration not stated)	1.9%	.	-15.7%	-4.8%	2.9%	-18.4%	-0.1%	-0.4
O=C(O)c1cc2c(cc1NC(=O)c1ccccc1C(F)(F)F)OCCCO2	0.5%	3.1	-21.7%	-11.1%	-0.8%	3.0%	-10.8%	-4.4
N#Cc1ccccc1CN1C(=O)c2ccccc2S1(=O)=O	1.6%	-3.7	-10.4%	-4.5%	-3.2%	-2.1%	2.1%	-4.5
Cn1c(NC(=O)c2cccnc2)nc2ccccc21	0.0%	-2.5	2.5%	-9.0%	2.7%	1.4%	4.1%	-2.6
CCOc1ccc(Br)cc1S(=O)(=O)N1CCC(C(N)=O)CC1	1.4%	-8.8	-9.1%	-3.8%	14.3%	?	4.5%	-2.2
COc1ccc(C(O)c2nc(-c3cc(F)cc(Cl)c3)cs2)cc1 (configuration not stated)	.	28.8	-19.0%	-0.8%	5.8%	0.3%[57.1 µM]	?	-1.0
COc1ccc(OC)c2nc(-c3ccc4c(c3)OCO4)ccc12	-4.9%	-1.2	-18.7%	5.9%	0.8%	-11.9%	-29.5%	1.0
COCCNC(=S)NC1CC2CCC(C1)N2Cc1ccccc1 (configuration not stated)	2.0%	7.7	-6.8%	-2.1%	-0.9%	-13.0%	2.0%	-3.9
COC(=O)C1C(=O)c2c([nH]c(C(=O)OCC3CCCO3)c2C)CC1C (configuration not stated)	-0.2%	2.0	-7.7%	-8.9%	2.8%	3.3%	-5.9%	-0.8
CCN(CC)P(=O)(Nc1ccc(Br)cc1)c1c(C)nn(CCC#N)c1NC(=O)c1ccc(Cl)cc1 (configuration not stated)	1.8%	-8.4	-12.0%	-8.8%	-0.9%	2.2%	-1.9%	-1.7
COc1ccccc1NS(=O)(=O)c1cccc(NC(=O)C(C)NC(=O)c2ccco2)c1 (configuration not stated)	0.1%	6.0	-23.3%	-3.8%	2.6%	-2.2%	-15.7%	0.5
COc1ccc(NC(=O)COC(=O)CCC2CCCCC2)cc1	-13.4%	-0.9	-17.2%	3.6%	-2.9%	4.8%	-18.1%	-0.8
CCOc1ccc(CCNC(=O)CCc2nnc3ccc(N4CCCCC4)nn23)cc1OCC	-0.9%	-0.5	9.8%	-11.3%	-4.6%	-0.2%	-2.6%	-0.5
CCOC(=O)c1ccccc1NC(=O)COC(=O)CCC(=O)N1CCOCC1	0.5%	6.2	-17.9%	-10.9%	3.9%	-35.1%	-6.1%	-28.4
O=C(CC1(O)C(=O)Nc2ccc(Br)cc21)c1ccccc1 (configuration not stated)	.	-5.4	?	-4.8%	-27.5%	2.3%	2.2%	-2.5
COc1ccc(CCNc2cc(=O)[nH]c(N)n2)cc1	1.5%	.	6.6%	-3.8%	-2.6%	-24.8%	9.2%	-4.4
Nc1ccc(C(=O)C(=O)c2ccccc2)cc1	.	5.3	-3.2%	-1.3%	-0.1%	-7.5%	-17.7%	-1.4
CC(C)(C)c1ccc(OCCC(=O)NNC(=O)c2ccccc2)cc1	0.4%	-0.6	-16.3%	-10.5%	3.5%	-3.9%	-8.1%	-0.7
CCN(CC)C(CNC(=O)CSc1nnnn1-c1cccc(F)c1)c1ccco1 (configuration not stated)	-2.4%	-0.4	-6.1%	-19.9%	5.2%	-4.2%	19.8%	1.0
COc1ccc(-c2csc(NC(=O)c3c(C)noc3C)n2)cc1F	0.1%	7.9	-10.7%	-1.8%	11.8%	-4.6%	-5.9%	-2.7
O=C(/C=C/c1cccc(F)c1)OCC(=O)N1CCCC1	1.7%	2.4	-7.5%	-10.1%	0.2%	-17.7%	-7.0%	-2.7
CCOC(=O)/C(C#N)=C(\O)c1ccc(NC(=O)c2ccc([N+](=O)[O-])cc2)cc1	-0.8%	?	-2.3%	-14.1%	1.1%	-6.7%	-11.6%	-0.2
CC1CCCC(NC(=O)COC(=O)/C=C/c2ccc([N+](=O)[O-])cc2)C1C (configuration not stated)	2.4%	-6.3	3.4%	-2.7%	6.2%	2.1%	-2.5%	-2.0
COc1ccc(OC)c(S(=O)(=O)N2CCC(C(=O)NCc3ccccn3)CC2)c1	0.2%	-2.9	-18.1%	-7.3%	6.6%	-1.5%[57.1 µM]	1.7%	0.7

One compound at a time, as listed above. Order of values: MmCpn inh, PI5P4Ka inh, EPAC1 antag, PLK1 PBD inh, EPAC1 agonist, WRN inhibitor, EPAC2 antagonist, CCT modulator
Nc1ccc(C(=O)C(=O)c2ccccc2)cc1 is listed as ., 5.3, -3.2%, -1.3%, -0.1%, -7.5%, -17.7%, -1.4
CC1CCCC(NC(=O)COC(=O)/C=C/c2ccc([N+](=O)[O-])cc2)C1C (configuration not stated) is listed as 2.4%, -6.3, 3.4%, -2.7%, 6.2%, 2.1%, -2.5%, -2.0
O=C(/C=C/c1cccc(F)c1)OCC(=O)N1CCCC1 is listed as 1.7%, 2.4, -7.5%, -10.1%, 0.2%, -17.7%, -7.0%, -2.7

(more compounds)
SMILES	MmCpn inh	PI5P4Ka inh	EPAC1 antag	PLK1 PBD inh	EPAC1 agonist	WRN inhibitor	EPAC2 antagonist	CCT modulator
CN1CCn2cnc(C(=O)N3CCN(c4ccccc4)CC3)c2C1=O	.	2.6	-14.5%	-4.1%	0.4%	-1.2%	3.3%	0.9
CCOc1ccc(Br)cc1S(=O)(=O)N1CCCN(C)CC1	-1.6%	6.4	-21.5%	-9.9%	14.7%	2.2%	3.7%	-1.9
CCOC(=O)Cc1cc(=O)n2[nH]cc(-c3cccc(Br)c3)c2n1	-0.7%	4.0	-15.3%	?	-4.9%	-28.2%	?	0.8
O=C1NC(=O)C(=Cc2ccccc2)N1	.	-1.5	2.1%	0.9%	-3.3%	-0.4%	8.0%	0.1
CCN1C(=O)[C@H]2[C@@H](c3ccc(SC4CCCCC4)c(OC)c3)N3CCCC[C@@]3(C(=O)OC)[C@H]2C1=O	-2.3%	8.0	-10.9%	3.6%	-12.6%	-9.8%	-5.2%	-3.3
CN(C)c1ccc(/C=N/N(CCO)C2=NS(=O)(=O)c3ccccc32)cc1	-2.3%	6.8	-21.4%	13.2%	-140.1%[inhibitor]	-31.8%	231.4%[activator]	-1.0
CCOC(=O)C1CCN(C(=O)Nc2ccccc2Cl)CC1	1.3%	-1.5	0.9%	-10.8%	4.6%	-9.0%	6.7%	-1.1
CCN(CC(=O)Nc1c(F)cccc1F)C(=O)CCCN1C(=O)c2cccc3cccc(c23)C1=O	.	2.5	-2.8%	-7.8%	13.2%	-0.9%	-7.9%	0.9
Cc1ccc(CNCc2ccccc2Cl)cc1	0.4%	1.0	6.7%	-2.1%	-4.4%	0.2%	0.9%	1.9
O=C(Cn1nnc(-c2ccc(CN3CCOCC3)cc2)n1)NC1CCCCC1	0.3%	.	-0.8%	-6.4%	2.9%	-2.0%	-9.7%	-1.5
CC(=O)c1cccc(NC2c3ncccc3C(=O)N2Cc2ccco2)c1 (configuration not stated)	-0.9%	.	1.4%	-9.6%	4.9%	-18.7%	-2.3%	-2.1
CCn1c(SCc2nc3ccccc3c(=O)[nH]2)nnc1C(C)NC(=O)c1ccccc1 (configuration not stated)	3.2%	7.1	13.3%	-8.9%	-3.5%	7.0%	4.3%	-1.0
COC(=O)/C(=C1/Oc2ccc(C(C)(C)C)cc2S1)C(F)(F)F	0.1%	9.3	-0.4%	-7.8%	8.7%	-3.2%	?	0.6
CCCC(=O)OCCNC(=O)c1cc2ccccc2oc1=O	0.6%	4.7	-18.6%	-10.7%	15.9%	-27.0%	-5.5%	-3.4
N/C(=N\OC(=O)c1ccccc1)c1ccccn1	0.6%	?	-15.6%	-5.6%	-6.1%	2.6%	7.5%	1.4
